CDK5 inh: blocks human CDK5/p35 kinase activity; Q00535+Q15078; Recombinant CDK5/p35, ADP-Glo luminescence, 60 min; inhibition, % at 10 µM; 330,000 tested, 0.01% active;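 active = highest replicate inhibition of at least 50% and at least 75% of replicates reaching 50%; inconclusive = only one of the two criteria met; inactive = both criteria failed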;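 also: plate controls were DMSO neutral control for no effect and GW8510 at 10 µM for full effect; many of its hits are not listed in these tables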
V-ATPase pH: yeast V-ATPase proton transport regulation by pHLuorin; S. cerevisiae, pHLuorin cytosolic pH fluorescence; response, % at 10 µM; 350,000 tested, 0.37% active; in the data active = response mostly above about 7.3%, no sharp cut-off; inactive = mostly below about 5.4%; also: actives read high; inactives centre near 0; some compounds called inactive have numbers as strong as hits; reference of the scale not given here
NSD2 inh: inhibitors of human histone methyltransferase NSD2. O96028. NSD2 peptide methylation, AlphaScreen, 120 min. inhibition, % at 12.5 µM. 310,000 tested, 0.54% active; in the data active = inhibition above about 50%
HTR5A inv ag: inverse agonist of human HTR5A in OPRM1-OPRD1 counter-screen; P47898; HTR5A cell line, luminescence, inverse agonism; inhibition, % at 9.3 µM; 340,000 tested, 0.083% active; AID 504634; in the data active = inhibition mostly above about 23%, no sharp cut-off; inactive = mostly below about 18%;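 also: 0% = cells with DMSO and 100% = no-cell wells with DMSO; some compounds called inactive have numbers as strong as hits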
Wnt act: Wnt/beta-catenin pathway activation; Wnt/beta-catenin reporter cell assay, activator, plate reader; activation, % at 9.35 µM; 300,000 tested, 1.2% active; in the data active = activation above about 30%, passing the limit was not always enough; inconclusive = no clear call, values can overlap the other calls;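 also: 0% = neutral control wells and 100% = positive control wells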
dFosB activator: enhances mouse delta FosB homodimer DNA binding | purified delta FosB, TAMRA-CDK5 oligo fluorescence polarization; percent of positive-control signal above neutral wells | AID 493131 | P13346 | 340,000 tested, 0.99% active | activation, % at 25 µM;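 active = mean activation above about 17%, with every replicate also reaching it, limit read from the data, passing the limit was not always enough; inconclusive = only one of the two conditions met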;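 also: fluorescence polarization rise as delta FosB binds a TAMRA Cdk5 AP-1 oligo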
Target sequence (P13346 whole entry, looked up): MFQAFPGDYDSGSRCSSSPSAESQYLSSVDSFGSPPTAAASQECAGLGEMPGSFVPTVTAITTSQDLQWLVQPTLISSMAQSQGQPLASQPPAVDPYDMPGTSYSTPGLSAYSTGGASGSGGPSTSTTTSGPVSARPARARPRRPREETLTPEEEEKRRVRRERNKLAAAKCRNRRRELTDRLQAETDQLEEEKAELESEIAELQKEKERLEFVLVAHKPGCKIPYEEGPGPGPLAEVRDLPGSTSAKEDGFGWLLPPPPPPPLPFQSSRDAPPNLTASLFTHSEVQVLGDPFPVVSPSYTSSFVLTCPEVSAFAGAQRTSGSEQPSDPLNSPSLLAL
PvdQ inh: P. aeruginosa PvdQ acylase inhibition; purified PvdQ acylase, fluorescence plate reader; inhibition, % at 10 µM; 340,000 tested, 0.063% active; AID 488965; in the data active = inhibition above about 30%, passing the limit was not always enough; inconclusive = no clear call, values can overlap the other calls;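 also: 0% = vehicle neutral wells and 100% = reference inhibitor wells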
MITF TRPM1 HTS: activators of MITF-driven TRPM1 promoter activity in SK-MEL-5 cells | SK-MEL-5 TRPM1-promoter luciferase, 24 h; % of positive control, neutral wells = 0 | activation, % at 12.5 µM | 300,000 tested, 0.75% active;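 active = mean activation of at least 80% with every replicate also reaching 80%; inconclusive = mean reaches 80% but some replicate falls short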;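 also: 0% = neutral control wells and 100% = parthenolide positive control wells; values of inactives mirror those of a sister screen read the other way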
SR-BI HDL uptake: blocks mouse SR-BI lipid uptake from DiI-HDL; Q61009; ldlA[mSR-BI] CHO cells, DiI-HDL uptake fluorescence, 3 h; inhibition, % at 12.5 µM; 320,000 tested, 0.96% active;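 active = mean replicate inhibition of at least 70% and a set share of replicates each scoring 70 or more; inconclusive = meets just one of the two criteria; inactive = fails both criteria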;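 also: 0% = median of neutral control wells and 100% = median of positive control wells; values of inactives mirror those of a sister screen read the other way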
Target sequence (Q61009 whole entry, looked up): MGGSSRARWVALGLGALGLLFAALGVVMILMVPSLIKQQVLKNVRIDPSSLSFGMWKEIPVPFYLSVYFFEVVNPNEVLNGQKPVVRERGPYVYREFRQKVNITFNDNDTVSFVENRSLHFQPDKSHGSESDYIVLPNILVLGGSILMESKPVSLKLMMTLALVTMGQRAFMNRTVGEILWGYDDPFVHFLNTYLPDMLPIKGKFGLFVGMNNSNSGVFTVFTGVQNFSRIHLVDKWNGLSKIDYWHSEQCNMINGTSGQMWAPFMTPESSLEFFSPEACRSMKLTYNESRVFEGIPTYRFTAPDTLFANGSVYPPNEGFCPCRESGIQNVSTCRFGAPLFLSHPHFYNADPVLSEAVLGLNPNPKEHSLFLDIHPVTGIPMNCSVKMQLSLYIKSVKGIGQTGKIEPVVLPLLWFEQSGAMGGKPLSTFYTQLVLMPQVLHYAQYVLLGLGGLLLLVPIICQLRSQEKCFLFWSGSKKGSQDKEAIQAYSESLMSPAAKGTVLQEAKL
HTR5A ag ctr: counter-screen for OPRM1-OPRD1 agonists: human HTR5A agonism. P47898. HTR5A agonist assay, luminescence, cell-based. activation, % at 9.3 µM. 340,000 tested, 0.61% active. AID 504692; in the data active = activation mostly above about 9.5%, no sharp cut-off; inactive = mostly below about 7.6%;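 also: 0% = cells with vehicle only and 100% = reference agonist; strong numbers were not always called active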
An asterisk follows results filed as active. An unsorted share of the library. Share with any hit: about 5%.

For COCC(C)NCc1cccc([N+](=O)[O-])c1 (stereo not drawn) the results were CDK5 inh 2.0, V-ATPase pH 2, NSD2 inh 0, HTR5A inv ag -10, Wnt act 0, dFosB activator 8, PvdQ inh 10, MITF TRPM1 HTS 16, SR-BI HDL uptake 10 and HTR5A ag ctr 5.
NC(=O)CSc1nnc2ccc(-c3ccco3)nn12 was read as CDK5 inh 1.9, V-ATPase pH -4, HTR5A inv ag 0, Wnt act 0, dFosB activator -7, PvdQ inh 21, MITF TRPM1 HTS 2 and HTR5A ag ctr 8.
For CNCc1ccccc1Sc1ccc(OC)cc1 the results were CDK5 inh 0.0, V-ATPase pH 1, NSD2 inh 34, HTR5A inv ag -5, dFosB activator -5, PvdQ inh -8, SR-BI HDL uptake -5 and HTR5A ag ctr -3.
For CC1CCN(c2nc(Cl)nc(Nc3ccc([N+](=O)[O-])cc3)n2)CC1 the results were CDK5 inh 1.0, V-ATPase pH -4, NSD2 inh 5, HTR5A inv ag 15, Wnt act -2, dFosB activator -6, PvdQ inh -13, MITF TRPM1 HTS 8, SR-BI HDL uptake -10 and HTR5A ag ctr -6.
For CCCCOCCCNC(=O)N[C@@H](CC(C)C)C(=O)O the results were CDK5 inh 1.0, V-ATPase pH 3, HTR5A inv ag -18, dFosB activator -8, PvdQ inh -4, MITF TRPM1 HTS -4, SR-BI HDL uptake -27 and HTR5A ag ctr 7.
Screening CCOc1ccccc1N1CCN(C(=O)c2cn(CC3CCCCC3)nn2)CC1 returned CDK5 inh 0.6, V-ATPase pH -4, NSD2 inh -2, HTR5A inv ag -22, Wnt act 18, dFosB activator -15, PvdQ inh -7, MITF TRPM1 HTS 28, SR-BI HDL uptake 3 and HTR5A ag ctr -1.
Screening COc1ccc(C(=O)N2CCN(c3cccc(Cl)c3)CC2)cc1 returned CDK5 inh -1.1, V-ATPase pH -3, NSD2 inh -1, HTR5A inv ag -13, Wnt act -1, dFosB activator 0, PvdQ inh -3, MITF TRPM1 HTS 24, SR-BI HDL uptake 12 and HTR5A ag ctr 2.
`C/C(=N\NC(=O)CC#N)c1cc2ccc(O)cc2oc1=O` gave CDK5 inh 2.6, V-ATPase pH 0, HTR5A inv ag -7, Wnt act -2, dFosB activator 2, PvdQ inh -12, MITF TRPM1 HTS -10, SR-BI HDL uptake -19 and HTR5A ag ctr 6.
Cc1ccc(S(=O)(=O)Nc2ccccc2C(=O)NCc2cccnc2)cc1 was read as CDK5 inh 1.8, V-ATPase pH -1, NSD2 inh -6, HTR5A inv ag 0, Wnt act -8, dFosB activator -3, PvdQ inh -13, MITF TRPM1 HTS -14, SR-BI HDL uptake -9 and HTR5A ag ctr 0.
O=C(C[n+]1ccc(/C=N/O)cc1)N(Cc1ccccc1)Cc1ccccc1 was read as CDK5 inh 0.9, V-ATPase pH 5, NSD2 inh 1, HTR5A inv ag -8, Wnt act -5, dFosB activator -2, PvdQ inh -13, MITF TRPM1 HTS 0, SR-BI HDL uptake -1 and HTR5A ag ctr 3.
Screening Cc1ccc(SCc2nc3ccccc3n2CC(=O)Nc2ccccc2)cc1 returned CDK5 inh 1.2, V-ATPase pH -1, NSD2 inh -4, dFosB activator 0, PvdQ inh -15, MITF TRPM1 HTS -7 and SR-BI HDL uptake 17.
`Cc1ccc(NC(=O)[C@@H](C)NC(=O)[C@@H]2Cc3ccccc3CN2)cc1` gave CDK5 inh -0.6, V-ATPase pH -2, HTR5A inv ag 9, Wnt act 3, dFosB activator -6, PvdQ inh -18, MITF TRPM1 HTS 18, SR-BI HDL uptake -1 and HTR5A ag ctr -1.
For Cn1c(=O)[nH]c(=O)c2c1nc(SCC(=O)Nc1ccccc1)n2Cc1ccccc1 the results were CDK5 inh -0.5, V-ATPase pH -2, HTR5A inv ag 7, Wnt act -4, dFosB activator 54*, PvdQ inh -8, MITF TRPM1 HTS 11, SR-BI HDL uptake 5 and HTR5A ag ctr -2.
Screening Cc1ccc2occ(/C=N/NC(=O)c3ccc(O)cc3)c(=O)c2c1 returned CDK5 inh -1.1, V-ATPase pH 0, NSD2 inh -5, HTR5A inv ag -4, Wnt act -3, dFosB activator 52*, PvdQ inh -10, MITF TRPM1 HTS 12, SR-BI HDL uptake -19 and HTR5A ag ctr 1.
`Cc1nc2sc(C(c3ccccc3)N3CCOCC3)c(O)n2n1` (stereo not drawn) gave CDK5 inh -1.5, V-ATPase pH 1, NSD2 inh 4, HTR5A inv ag 0, Wnt act -4, dFosB activator 4, PvdQ inh -12, MITF TRPM1 HTS 3, SR-BI HDL uptake -22 and HTR5A ag ctr -2.
`CCOC(=O)c1ccc(NC(=O)COC(=O)c2cccc(Oc3ccccc3)c2)cc1` gave CDK5 inh -2.4, V-ATPase pH -1, NSD2 inh 0, HTR5A inv ag -6, dFosB activator -9, PvdQ inh -6, MITF TRPM1 HTS 6, SR-BI HDL uptake -8 and HTR5A ag ctr 1.
`O=c1cc(O)c2sc3nc(-c4ccccc4)cc(C(F)(F)F)c3c2[nH]1` gave CDK5 inh -0.8, V-ATPase pH -4, NSD2 inh -1, HTR5A inv ag 10, dFosB activator -5, PvdQ inh 2, MITF TRPM1 HTS -20 and HTR5A ag ctr -3.
`Cc1nn(Cc2cccc(C(=O)Nc3ccn(Cc4c(F)c(F)cc(F)c4F)n3)c2)c(C)c1[N+](=O)[O-]` gave CDK5 inh 2.2, V-ATPase pH 1, NSD2 inh -1, HTR5A inv ag -14, dFosB activator 3, PvdQ inh 1, MITF TRPM1 HTS -5, SR-BI HDL uptake 37 and HTR5A ag ctr 4.
For CCN1C(=O)/C(=C2/Sc3ccc(OC)cc3N2C)SC1=Nc1cccc(O)c1 the results were CDK5 inh 25, V-ATPase pH -1, NSD2 inh -1, HTR5A inv ag 9, Wnt act -1, dFosB activator -10, PvdQ inh 3, MITF TRPM1 HTS 10, SR-BI HDL uptake 94* and HTR5A ag ctr 7.
Screening O=C(NC(Cc1c[nH]c2ccccc12)C(=O)O)/C(=C/c1ccco1)NC(=O)c1ccccc1 (stereo not drawn) returned CDK5 inh -3.8, V-ATPase pH 1, NSD2 inh 44, HTR5A inv ag -1, dFosB activator 2, PvdQ inh 4, MITF TRPM1 HTS -7, SR-BI HDL uptake -5 and HTR5A ag ctr 1.
Screening O=C(CN1CCN(S(=O)(=O)c2ccc(Br)cc2)CC1)N/N=C/c1cc([N+](=O)[O-])ccc1Cl returned CDK5 inh 0.9, V-ATPase pH 1, NSD2 inh -2, HTR5A inv ag -12, Wnt act -1, dFosB activator -3, PvdQ inh -14, MITF TRPM1 HTS -19, SR-BI HDL uptake 20 and HTR5A ag ctr 0.
COC(=O)C1=C(C(=O)OC)[C@@H]2N(C)c3ccc(OC)cc3[C@@]23C[C@@H](C(=O)OC)N(C(=O)c2ccco2)C3=N1 was read as CDK5 inh 0.8, V-ATPase pH 2, HTR5A inv ag 7, Wnt act 3, dFosB activator -39, PvdQ inh 8, MITF TRPM1 HTS 5, SR-BI HDL uptake -10 and HTR5A ag ctr 5.
CC1=C(C(=O)O)N2C(=O)C(NC(=O)c3c(F)cccc3F)C2SC1 (stereo not drawn) was read as CDK5 inh 0.4, V-ATPase pH -1, NSD2 inh -2, HTR5A inv ag -15, Wnt act 1, dFosB activator -4, PvdQ inh -5, MITF TRPM1 HTS -6, SR-BI HDL uptake -6 and HTR5A ag ctr 5.
Screening C[C@@H](C(=O)NC1CCN(Cc2ccccc2)CC1)N1C(=O)N2CCc3c([nH]c4ccccc34)[C@@]2(C)C1=O returned CDK5 inh -0.4, V-ATPase pH -1, HTR5A inv ag 7, Wnt act -2, dFosB activator -7, PvdQ inh -12, SR-BI HDL uptake inconclusive and HTR5A ag ctr -10.
For CC(=O)c1cccc(NC(=O)CN2C(=O)C(=O)N(Cc3ccco3)C2=O)c1 the results were CDK5 inh -0.5, V-ATPase pH -1, NSD2 inh 0, HTR5A inv ag 7, Wnt act 1, dFosB activator 4, PvdQ inh -6, MITF TRPM1 HTS 3, SR-BI HDL uptake -10 and HTR5A ag ctr 1.
Screening CCCN(CC1CC1)C(=O)COC(=O)c1ccc2c(c1)C(=O)N(c1ccc(OCC)cc1)C2=O returned CDK5 inh 0.0, V-ATPase pH 4, NSD2 inh -2, HTR5A inv ag -4, Wnt act -1, dFosB activator 8, PvdQ inh -11, MITF TRPM1 HTS -12, SR-BI HDL uptake -4 and HTR5A ag ctr 5.
CCOC(=O)c1c(NC(=O)Cn2nnc(-c3ccc(Cl)cc3)n2)sc(CC)c1C was read as CDK5 inh -0.5, V-ATPase pH 2, NSD2 inh -2, HTR5A inv ag -16, dFosB activator -11, PvdQ inh 4, MITF TRPM1 HTS -1 and HTR5A ag ctr 3.
`COc1ccccc1N(CC(=O)N1CCOCC1)S(C)(=O)=O` gave CDK5 inh 0.2, V-ATPase pH 1, NSD2 inh -2, HTR5A inv ag -21, Wnt act -1, dFosB activator 2, PvdQ inh -13, SR-BI HDL uptake 1 and HTR5A ag ctr 5.
`CCN(CC)C(=O)Nc1ccc(C(=O)OC)cc1` gave CDK5 inh -1.4, V-ATPase pH -3, NSD2 inh 0, HTR5A inv ag 4, Wnt act 5, dFosB activator 5, PvdQ inh -16, SR-BI HDL uptake 0 and HTR5A ag ctr -3.
`COc1ccc(-c2cc3nc(C)cc(N4CC(C)CC(C)C4)n3n2)cc1` (stereo not drawn) gave CDK5 inh -0.8, V-ATPase pH 1, NSD2 inh 0, HTR5A inv ag -23, Wnt act -2, dFosB activator -5, PvdQ inh -15, SR-BI HDL uptake 60 and HTR5A ag ctr -1.
Screening CC(C)(C)NC(=O)Cn1c(SCC(=O)NC2CCCC2)nc2ccccc21 returned CDK5 inh -0.3, V-ATPase pH -2, NSD2 inh -3, Wnt act -1, dFosB activator -2, PvdQ inh -9, MITF TRPM1 HTS -3 and SR-BI HDL uptake -29.
For O=C(N/C(=C/c1cccc([N+](=O)[O-])c1)C(=O)N1CCOCC1)c1ccccc1Br the results were CDK5 inh -3.0, V-ATPase pH 3, NSD2 inh 3, HTR5A inv ag 2, Wnt act -1, dFosB activator -4, PvdQ inh -6, MITF TRPM1 HTS -14, SR-BI HDL uptake -7 and HTR5A ag ctr 4.
Screening O=C(O)c1cc(NC(=O)C2CCCO2)cc(NC(=O)C2CCCO2)c1 (stereo not drawn) returned CDK5 inh 3.6, V-ATPase pH 4, NSD2 inh -1, HTR5A inv ag -7, Wnt act -2, dFosB activator -1, PvdQ inh 9, MITF TRPM1 HTS 8, SR-BI HDL uptake -11 and HTR5A ag ctr 3.
Screening Nc1cc(N)nc(SCC(=O)NCc2ccc3c(c2)OCO3)n1 returned CDK5 inh 1.7, V-ATPase pH 2, NSD2 inh 0, HTR5A inv ag -5, Wnt act 0, dFosB activator 0, PvdQ inh 16, SR-BI HDL uptake 18 and HTR5A ag ctr 2.
`Cc1ccc(CNC(=O)C(OC(=O)c2ccco2)C(C)C)cc1` (stereo not drawn) gave CDK5 inh 0.7, V-ATPase pH -1, NSD2 inh -7, HTR5A inv ag -5, dFosB activator -3, PvdQ inh -9, MITF TRPM1 HTS 4, SR-BI HDL uptake -19 and HTR5A ag ctr -2.
`CC1CCN(C(=O)CSc2nc3ccccc3[nH]2)CC1` gave CDK5 inh -0.1, V-ATPase pH -1, NSD2 inh 4, HTR5A inv ag -33, Wnt act 20, dFosB activator -2, PvdQ inh -10, MITF TRPM1 HTS inconclusive, SR-BI HDL uptake -24 and HTR5A ag ctr -1.
